S aureus QS inh = S. aureus quorum sensing inhibitors, primary screen, RNAIII-GFP reporter, flow cytometry. S. aureus RN6390 RNAIII-GFP reporter, AIP-induced, flow cytometry 3 h. inhibition, % at 2 µM. actives 0.3% (n = 24,000);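 active = share of bacteria positive for the green fluorescent reporter and its mean brightness both inhibited by 50% or more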;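 note: 0% = AIP-stimulated control and 100% = unstimulated bacteria without AIP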
S aureus QS inh GFP MFI % = recorded beside S aureus QS inh, whose call it bears; inhibition, %; measured here: inhibition of GFP MFI
The depositor's hits bear a star. A portion of the library. The share of hits here may be higher or lower than overall.

item	S aureus QS inh	S aureus QS inh GFP MFI %	Structure
1	-1	0	COc1ccccc1-n1c(=O)[nH]c2c(C(N)=O)nc(-c3cccnc3)nc21
2	-3	-2	Cc1ccc(S(=O)(=O)NC(CC(=O)O)c2ccco2)cc1 (stereo not given)
3	-3	-9	COCCOC(=O)C1=C(N)OC2=C(C(=O)CC(C)(C)C2)C1c1cccnc1 (stereo not given)
4	-7	-9	O=C(CSc1oc(-c2ccccc2)nc1S(=O)(=O)c1ccc(F)cc1)NCC1CCCO1 (stereo not given)
5	0	22	COc1cccc(C2=NOC(C(=O)N3CCN(C(=O)c4ccco4)CC3)C2)c1 (stereo not given)
6	-1	-3	CCCCN(CC)C(=O)CSc1cc(=O)n(C)c2ccccc12
7	0	-4	COc1ccc(N(C)C(=O)CCS(=O)(=O)c2cccc3nonc23)c(OC)c1
8	-1	-9	COC(=O)c1ccc(OCC2c3cc(OC)c(OC)cc3CCN2C(=O)C2CC2)cc1 (stereo not given)
9	2	-7	c1ccc(-c2noc(CN3CCN(c4ccccc4)CC3)n2)cc1
10	0	-9	Cc1ccc(-c2nc(CS(=O)CC(=O)NCCN3CCOCC3)c(C)o2)cc1 (stereo not given)
11	-2	-3	CN(CC(=O)Nc1sccc1C#N)C1CCCCC1
12	0	9	O=C(c1nnc(Cc2ccc(Cl)cc2)o1)N1CCc2ccccc2C1
13	6	-6	CCOC(=O)c1ccc(N=c2sc(C(=O)OC)cc(=O)n2Cc2ccco2)cc1
14	-5	-25	CCCS(=O)(=O)N1CCC(C(=O)NCCCN(CC)c2cccc(C)c2)CC1
15	-4	-13	Cn1c(C(=O)NCc2cccs2)cc2c(=O)n(C)c3ccccc3c21
16	0	-5	COC(=O)c1cc(S(=O)(=O)NC2CCN(Cc3ccccc3)CC2)cn1C
17	1	-3	O=C(NCN1CCN(c2ccccc2F)CC1)c1cccnc1
18	-2	-3	Cc1c(Cl)cccc1NC(=O)CN1C(=O)CSc2ncccc21
19	-1	-2	O=C(NCCCN1CCN(c2cccc(Cl)c2)CC1)C1CCC(=O)N1Cc1ccccc1Cl (stereo not given)
20	15	20	Nn1c(SCC(=O)Nc2ccc(Oc3ccccc3)cc2)nnc1C1CC1

item	S aureus QS inh	S aureus QS inh GFP MFI %	Structure
21	-1	12	Cc1ccc(CNC(=O)Cn2ccc3ccccc3c2=O)o1
22	3	17	CCOC(=O)C(C(C)=O)c1c(Br)c(O)c(O)c2c(C(=O)c3ccc(C)cc3)coc12 (stereo not given)
23	0	4	CCOC(=O)c1ccc(NC(=O)CSCc2ccco2)cc1
24	0	12	CC(C)(C)NCC(O)c1cc(O)cc(O)c1 (stereo not given)
25	-4	-13	CC1CCN(CCCNC(=O)c2cc3c(=O)n(C)c4ccccc4c3n2C)CC1
26	5	-1	CCN(CCCNC(=O)C1CCN(S(=O)(=O)CC)CC1)c1ccccc1
27	1	-12	Cn1cc(C(=O)NCCN2CCN(c3ccccc3F)CC2)c2c3ccccc3n(C)c2c1=O
28	-2	-9	CCOC(=O)c1[nH]c2c(c1C)C(=O)CC(c1ccc(N(C)C)cc1)C2 (stereo not given)
29	-5	-25	Cc1c(C)c2c(C)[nH]nc2oc1=O
30	-4	-35	O=C(CC1Oc2ccccc2NC1=O)NC1CCCC1 (stereo not given)
31	-1	-1	CCOC(=O)C1CCN(C(=O)Cc2c(C(=O)O)n(C)c3ccccc23)CC1
32	0	-22	COc1ccc(-c2nc(CS(=O)CC(=O)NCc3cccnc3)c(C)o2)cc1OC (stereo not given)
33	-1	-30	Cn1c(=O)cc(OCC(=O)NCCCN2CCN(Cc3ccccc3)CC2)c2ccccc21
34	-8	-57	O=C(O)CCC(=O)c1c[nH]c2ccccc12
35	1	4	CCOC(=O)CCc1cccc2c1CCC2=O
36	0	-23	COc1ccc(CNC(=O)CCc2c(C)nc3ncnn3c2C)cc1
37	0	-12	CCCc1cc(=O)[nH]c(/N=C(\N)Nc2ccccc2)n1
38	3	16	O=C(CSc1nnc(CNC(=O)c2ccco2)o1)c1ccc(Cl)cc1
39	-2	-9	COc1cc(NC(=O)C2CCN(S(=O)(=O)c3cccnc3)CC2)cc(OC)c1OC
40	1	15	Cc1ccc(-c2ccc(=O)n(CCC(=O)NCc3ccccn3)n2)cc1

Arranged by molar mass (low to high): part of the list above.
item	S aureus QS inh	S aureus QS inh GFP MFI %	Structure
29	-5	-25	Cc1c(C)c2c(C)[nH]nc2oc1=O
34	-8	-57	O=C(O)CCC(=O)c1c[nH]c2ccccc12
24	0	12	CC(C)(C)NCC(O)c1cc(O)cc(O)c1 (stereo not given)
35	1	4	CCOC(=O)CCc1cccc2c1CCC2=O
37	0	-12	CCCc1cc(=O)[nH]c(/N=C(\N)Nc2ccccc2)n1
30	-4	-35	O=C(CC1Oc2ccccc2NC1=O)NC1CCCC1 (stereo not given)
11	-2	-3	CN(CC(=O)Nc1sccc1C#N)C1CCCCC1
21	-1	12	Cc1ccc(CNC(=O)Cn2ccc3ccccc3c2=O)o1
17	1	-3	O=C(NCN1CCN(c2ccccc2F)CC1)c1cccnc1
23	0	4	CCOC(=O)c1ccc(NC(=O)CSCc2ccco2)cc1
9	2	-7	c1ccc(-c2noc(CN3CCN(c4ccccc4)CC3)n2)cc1
28	-2	-9	CCOC(=O)c1[nH]c2c(c1C)C(=O)CC(c1ccc(N(C)C)cc1)C2 (stereo not given)
18	-2	-3	Cc1c(Cl)cccc1NC(=O)CN1C(=O)CSc2ncccc21
15	-4	-13	Cn1c(C(=O)NCc2cccs2)cc2c(=O)n(C)c3ccccc3c21
12	0	9	O=C(c1nnc(Cc2ccc(Cl)cc2)o1)N1CCc2ccccc2C1
31	-1	-1	CCOC(=O)C1CCN(C(=O)Cc2c(C(=O)O)n(C)c3ccccc23)CC1
38	3	16	O=C(CSc1nnc(CNC(=O)c2ccco2)o1)c1ccc(Cl)cc1
20	15	20	Nn1c(SCC(=O)Nc2ccc(Oc3ccccc3)cc2)nnc1C1CC1
26	5	-1	CCN(CCCNC(=O)C1CCN(S(=O)(=O)CC)CC1)c1ccccc1
16	0	-5	COC(=O)c1cc(S(=O)(=O)NC2CCN(Cc3ccccc3)CC2)cn1C
25	-4	-13	CC1CCN(CCCNC(=O)c2cc3c(=O)n(C)c4ccccc4c3n2C)CC1
7	0	-4	COc1ccc(N(C)C(=O)CCS(=O)(=O)c2cccc3nonc23)c(OC)c1
10	0	-9	Cc1ccc(-c2nc(CS(=O)CC(=O)NCCN3CCOCC3)c(C)o2)cc1 (stereo not given)
14	-5	-25	CCCS(=O)(=O)N1CCC(C(=O)NCCCN(CC)c2cccc(C)c2)CC1
13	6	-6	CCOC(=O)c1ccc(N=c2sc(C(=O)OC)cc(=O)n2Cc2ccco2)cc1
8	-1	-9	COC(=O)c1ccc(OCC2c3cc(OC)c(OC)cc3CCN2C(=O)C2CC2)cc1 (stereo not given)
32	0	-22	COc1ccc(-c2nc(CS(=O)CC(=O)NCc3cccnc3)c(C)o2)cc1OC (stereo not given)
33	-1	-30	Cn1c(=O)cc(OCC(=O)NCCCN2CCN(Cc3ccccc3)CC2)c2ccccc21
27	1	-12	Cn1cc(C(=O)NCCN2CCN(c3ccccc3F)CC2)c2c3ccccc3n(C)c2c1=O
22	3	17	CCOC(=O)C(C(C)=O)c1c(Br)c(O)c(O)c2c(C(=O)c3ccc(C)cc3)coc12 (stereo not given)
19	-1	-2	O=C(NCCCN1CCN(c2cccc(Cl)c2)CC1)C1CCC(=O)N1Cc1ccccc1Cl (stereo not given)

Entries of single compounds from above. Order of screens: S aureus QS inh, S aureus QS inh GFP MFI %
`CCCc1cc(=O)[nH]c(/N=C(\N)Nc2ccccc2)n1` as listed: 0, -12
`O=C(CC1Oc2ccccc2NC1=O)NC1CCCC1` (stereo not given) as listed: -4, -35
`COc1ccc(CNC(=O)CCc2c(C)nc3ncnn3c2C)cc1` as listed: 0, -23
`Cn1cc(C(=O)NCCN2CCN(c3ccccc3F)CC2)c2c3ccccc3n(C)c2c1=O` as listed: 1, -12

Other structures
item	S aureus QS inh	S aureus QS inh GFP MFI %	Structure
41	-1	-6	CCN(CC)c1ccc(/C=N/n2nnnc2N)c(O)c1
42	0	6	COc1ccccc1CNC(=O)CS(=O)Cc1nc(-c2ccccc2C)oc1C (stereo not given)
43	0	1	CN1C(=O)CSc2ccc(NC(=O)N3CCOCC3)cc21
44	-3	-16	CC(=O)c1cc2c(cc1NC(=O)CN1CCCCC1C)OCO2 (stereo not given)
45	0	5	CCN(CC)C(=O)CSC1=Nc2ccccc2C2=NC(Cc3c[nH]c4ccccc34)C(=O)N12 (stereo not given)
46	0	4	COc1cccc(CN(C)CC(=O)NC(=O)NCc2ccco2)c1
47	-4	-7	CCn1ncc(Br)c1C(=O)N(C)C12CC3CC(CC(C3)C1)C2
48	8	23	COc1ccc(NC(=O)CCCNS(=O)(=O)c2cccs2)cc1
49	-2	-21	CCC(CC)C(=O)NCCc1cc2ccc(OC)cc2[nH]c1=O
50	-2	-18	CCOC(=O)C1CCCN(C(=O)c2cn(C)c3ccc(S(=O)(=O)N(C)C)cc3c2=O)C1 (stereo not given)
51	0	4	O=C(OCC(=O)N1CCCCCC1)c1cccs1
52	-2	-7	CCN(CC)CCNC(=O)Cn1nc(-c2ccc(C)cc2)ccc1=O
53	0	-1	Cc1ccc2cc(CCNC(=O)C(C)C)c(=O)[nH]c2c1C
54	-2	0	CCCCn1c(CN(C)Cc2ccccc2)nc2c1c(=O)n(C)c(=O)n2C
55	26	34	C=CCn1c(SCC#N)nc2c(c1=O)C(C)(C)Cc1ccccc1-2
56	-4	-15	CCCN(CCC)CCCNC(=O)c1cc2c(=O)n(C)c3ccccc3c2n1C
57	0	3	O=C(c1ccco1)c1nnn(Cc2ccccc2)c1-c1ccccc1
58	0	-9	O=C1CCc2cc(S(=O)(=O)N3CCCC3C(=O)N3CCN(c4ccccc4)CC3)ccc2N1 (stereo not given)
59	2	8	CCn1nccc1C(=O)Nc1nccs1
60	2	8	COc1ccccc1-n1cnc2cc(NS(=O)(=O)c3ccccc3)ccc21

item	S aureus QS inh	S aureus QS inh GFP MFI %	Structure
61	0	30	CCOc1ccc(CCNc2cc(C)nc3ncnn23)cc1OCC
62	6	13	O=C(CN1C(=O)C2C3C=CC(C3)C2C1=O)NCC1COc2ccccc2O1 (stereo not given)
63	0	16	CCOc1ccc(CN2C(=O)CCC2(C)C(=O)NCc2cccnc2)cc1 (stereo not given)
64	0	3	COc1ccccc1C(=O)N1CCN=C1SC
65	3	9	CC1Cn2c(nnc2-c2cccc(Cl)c2)S1 (stereo not given)
66	0	-12	CCOC(=O)c1c(CSc2ccc(C)cc2)oc2ccc(O)cc12
67	0	4	Cc1ccccc1OCC(O)Cn1c(NCCN(C)C)nc2c1c(=O)n(C)c(=O)n2C (stereo not given)
68	6	5	C=CCn1c(NCc2cc(C)ccc2O)nc2ccccc21
69	1	8	Cc1nc2ncnn2c(C)c1CCC(=O)Oc1ccccc1
70	-4	-12	COc1cc(C(=O)NCCC(=O)NCc2ccc3c(c2)OCO3)cc(OC)c1OC
71	5	20	COc1ccc(N(CC(=O)O)S(=O)(=O)c2cccnc2)cc1
72	-1	-17	COc1ccc(NS(=O)(=O)c2ccc3c(c2)CCC(=O)N3)c(OC)c1
73	1	10	COc1cc(-c2nc(S(=O)(=O)c3ccc(C)cc3)c(N(C)C)o2)cc(OC)c1OC
74	0	-14	Cc1nc2nc(Cc3ccccc3)[nH]n2c(=O)c1Cc1ccccc1
75	-1	25	COC(=O)c1c(N)sc(C(=O)N2CCOCC2)c1C
76	1	0	CCn1ncc(C2=NOC(C(=O)Nc3ccc4c(c3)OCO4)C2)c1C (stereo not given)
77	-2	-21	CCC(C)NC(=O)c1cc(CC(C)C)on1 (stereo not given)
78	51*	54*	CCC(=O)O[C@@H]1CC(=O)O[C@H](C)CC=CC=C[C@@H](O)[C@H](C)C[C@H](CC=O)[C@H](O[C@H]2O[C@H](C)[C@@H](O[C@H]3C[C@@](C)(O)[C@@H](OC(=O)CC)[C@H](C)O3)[C@H](N(C)C)[C@H]2O)[C@H]1OC
79	-1	-16	CC(C)(C)OC(=O)NCC(=O)NCC(=O)OCc1ccccc1
80	-4	-17	Cc1oc(-c2ccc(Cl)cc2)nc1CS(=O)CC(=O)NCCCN(C)C1CCCCC1 (stereo not given)

item	S aureus QS inh	S aureus QS inh GFP MFI %	Structure
81	-3	-11	O=C(NCc1cccnc1)c1noc2c1CCCC2
82	2	2	Cc1ccc(-n2nnc3c(SCC(=O)N4CCN(c5ccccc5)CC4)ncnc32)cc1
83	-2	0	O=C(Nn1cnnc1)c1ccncc1
84	1	0	O=C(CN(c1ccccc1)S(=O)(=O)c1ccccc1)N1CCN(Cc2ccc3c(c2)OCO3)CC1
85	-4	-20	CC1Cc2ccccc2N1C(=O)CCS(=O)(=O)c1cccs1 (stereo not given)
86	-2	-70	COc1ccc(OC)c(C2C(C(=O)Nc3ccccc3OC)=C(C)Nc3nc(CCCO)nn32)c1 (stereo not given)
87	-3	-5	COc1ccc(-c2cc(C(=O)NCc3cccnc3)no2)cc1OC
88	1	18	O=C(CCN1C(=O)c2ccccc2C1=O)NCCC1=CCCCC1
89	0	-1	c1ccc2oc(SCc3cn4ccccc4n3)nc2c1
90	0	20	COC(=O)c1cc2ccsc2n1CC(=O)NCC1CCCO1 (stereo not given)
91	-2	-6	COCCn1c(=NC(=O)CSCC(=O)Nc2cc(C)on2)sc2cc(C(=O)OC)ccc21
92	-3	-6	CC(=O)c1cccc(NC(=O)c2cc3ccccn3n2)c1
93	-6	-11	CCOC(=O)N1CCC(N2Cc3cccc(C(=O)Nc4ccc(OC)c(OC)c4)c3C2=O)CC1
94	5	23	C=CCn1c(SCC(=O)Nc2ccc3c(c2)OCO3)nc2ccccc2c1=O
95	0	13	CCOc1ccccc1NC(=O)C1CCCN(C(=O)NCc2ccccc2)C1 (stereo not given)
96	-1	-2	CCOc1ccc(OCC)c(NC(=O)C2CCCN(S(=O)(=O)c3cccs3)C2)c1 (stereo not given)
97	6	31	COc1ccc(OC)c(-c2cc(C(=O)Nc3c(C)nn(Cc4ccc(Cl)cc4)c3C)no2)c1
98	0	24	CCn1c(CSc2nnc(-c3cccnc3)n2-c2ccccc2C)nc2cc(C(=O)O)ccc21
